FAS TE block: blocks the thioesterase domain of human fatty acid synthase; inhibition, % at 15 µM; recombinant FAS-TE, OMFH fluorogenic substrate, fluorescence endpoint; P49327; AID 602261; 360,000 tested, 0.67% active;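 active means compounds whose normalised, plate-corrected inhibition of enzyme fluorescence in the single-dose primary screen is 50% or more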;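 further: 0% = DMSO with enzyme and 100% = substrate without enzyme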
Target sequence (P49327 whole entry, looked up, the tested form may be a part): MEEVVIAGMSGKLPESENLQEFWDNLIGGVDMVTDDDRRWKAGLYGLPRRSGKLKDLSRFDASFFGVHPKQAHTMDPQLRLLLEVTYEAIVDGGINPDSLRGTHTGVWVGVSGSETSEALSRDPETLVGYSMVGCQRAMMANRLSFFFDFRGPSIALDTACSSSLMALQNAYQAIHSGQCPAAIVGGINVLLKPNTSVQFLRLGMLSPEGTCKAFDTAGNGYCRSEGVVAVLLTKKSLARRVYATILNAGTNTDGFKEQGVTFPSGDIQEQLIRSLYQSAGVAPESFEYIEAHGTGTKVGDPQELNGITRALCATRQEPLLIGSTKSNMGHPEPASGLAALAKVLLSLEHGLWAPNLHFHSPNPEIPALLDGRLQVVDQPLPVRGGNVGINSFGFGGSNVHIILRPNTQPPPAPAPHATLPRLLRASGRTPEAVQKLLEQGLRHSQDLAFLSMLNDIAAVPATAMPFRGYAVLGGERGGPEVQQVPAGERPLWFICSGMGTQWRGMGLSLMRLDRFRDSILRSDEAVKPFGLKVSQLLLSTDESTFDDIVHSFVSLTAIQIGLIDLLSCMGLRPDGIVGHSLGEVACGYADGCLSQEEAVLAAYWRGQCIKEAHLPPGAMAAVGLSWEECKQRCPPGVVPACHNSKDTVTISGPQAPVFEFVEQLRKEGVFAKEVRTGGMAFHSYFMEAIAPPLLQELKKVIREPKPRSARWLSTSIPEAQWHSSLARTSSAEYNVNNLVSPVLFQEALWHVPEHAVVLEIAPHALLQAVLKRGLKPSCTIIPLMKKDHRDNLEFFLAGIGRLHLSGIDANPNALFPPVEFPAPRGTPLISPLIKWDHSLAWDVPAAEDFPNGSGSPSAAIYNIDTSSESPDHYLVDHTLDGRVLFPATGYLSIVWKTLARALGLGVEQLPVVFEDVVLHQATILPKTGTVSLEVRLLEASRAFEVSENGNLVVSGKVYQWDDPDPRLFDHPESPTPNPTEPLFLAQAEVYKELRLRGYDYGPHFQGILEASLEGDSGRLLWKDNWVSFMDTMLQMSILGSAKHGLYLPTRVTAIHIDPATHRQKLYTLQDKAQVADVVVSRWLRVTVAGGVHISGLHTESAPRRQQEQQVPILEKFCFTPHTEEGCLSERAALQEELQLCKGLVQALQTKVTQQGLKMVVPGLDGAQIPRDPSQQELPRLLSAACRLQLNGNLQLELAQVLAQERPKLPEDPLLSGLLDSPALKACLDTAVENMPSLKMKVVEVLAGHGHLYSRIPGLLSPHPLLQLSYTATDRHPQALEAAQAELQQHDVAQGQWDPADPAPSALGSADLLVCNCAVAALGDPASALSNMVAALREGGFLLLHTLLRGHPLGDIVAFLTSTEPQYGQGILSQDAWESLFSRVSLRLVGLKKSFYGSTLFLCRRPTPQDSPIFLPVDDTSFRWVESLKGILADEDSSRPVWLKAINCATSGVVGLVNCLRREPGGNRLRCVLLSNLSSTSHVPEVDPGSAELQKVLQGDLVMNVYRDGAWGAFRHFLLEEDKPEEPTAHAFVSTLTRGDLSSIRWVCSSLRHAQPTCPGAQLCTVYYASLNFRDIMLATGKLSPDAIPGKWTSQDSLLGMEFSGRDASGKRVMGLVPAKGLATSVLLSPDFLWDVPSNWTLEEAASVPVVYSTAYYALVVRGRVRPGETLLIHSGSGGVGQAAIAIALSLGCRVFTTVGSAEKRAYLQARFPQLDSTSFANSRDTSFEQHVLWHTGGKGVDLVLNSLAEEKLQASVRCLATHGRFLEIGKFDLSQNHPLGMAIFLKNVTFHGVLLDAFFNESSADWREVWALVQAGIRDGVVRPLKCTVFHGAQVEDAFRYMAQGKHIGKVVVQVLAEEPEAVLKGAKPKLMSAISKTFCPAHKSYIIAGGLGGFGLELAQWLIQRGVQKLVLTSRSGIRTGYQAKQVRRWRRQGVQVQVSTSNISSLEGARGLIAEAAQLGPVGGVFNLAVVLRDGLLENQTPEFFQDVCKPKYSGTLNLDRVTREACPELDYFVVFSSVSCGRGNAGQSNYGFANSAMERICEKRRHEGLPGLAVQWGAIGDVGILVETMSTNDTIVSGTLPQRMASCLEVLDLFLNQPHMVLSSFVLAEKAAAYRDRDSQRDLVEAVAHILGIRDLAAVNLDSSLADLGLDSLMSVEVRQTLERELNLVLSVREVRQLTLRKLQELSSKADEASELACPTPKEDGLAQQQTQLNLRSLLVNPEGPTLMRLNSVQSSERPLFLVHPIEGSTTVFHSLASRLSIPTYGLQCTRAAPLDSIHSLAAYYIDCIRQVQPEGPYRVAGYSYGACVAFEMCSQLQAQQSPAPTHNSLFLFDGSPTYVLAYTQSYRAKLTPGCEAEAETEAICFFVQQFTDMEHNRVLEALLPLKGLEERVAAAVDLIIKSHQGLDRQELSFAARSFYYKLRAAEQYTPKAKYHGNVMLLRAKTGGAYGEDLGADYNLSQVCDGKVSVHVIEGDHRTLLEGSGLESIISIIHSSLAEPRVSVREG
Neddylation inh: cullin neddylation inhibition. 360,000 tested, 0.58% active. TR-FRET cullin neddylation, biochemical. AID 651699. P61081+Q13564. calls only at 25 µM; in the data active means inhibition above about 36%
TbMetRS inhib: Trypanosoma brucei MetRS inhibition; purified T. brucei MetRS, ATP depletion, Kinase-Glo luminescence; inhibition, % at 11.9 µM; 360,000 tested, 0.4% active; AID 624268;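 active means inhibition above a per-plate cutoff of the control wells' mean inhibition plus 3 SD, cut at about 5.5% in these data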;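 further: 0% = DMSO wells median and 100% = median of wells with control inhibitor compound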
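Material – parasite MetRS enzyme · Medium – HEPES-MgCl2-KCl buffer plus DTT, spermine, BSA, pyrophosphatase · Reagent – ATP, methionine and E. coli bulk tRNA substrates · Times – 15 min enzyme-compound preincubation, 2 h reaction, 10 min detection, 25 °C · Measured by – luminescence of leftover ATP · Evaluation – percent inhibition relative to median high and low control wells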
eLon inh: inhibitors of E. coli Lon protease; purified E. coli Lon protease, fluorescence polarization; inhibition, % at 7.94 µM; 360,000 tested, 0.42% active; AID 602123; in the data active means inhibition above about 13%, passing the limit was not always enough;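 further: 0% = enzyme with probe and DMSO and 100% = no enzyme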
CSN inh: CSN deneddylation inhibition; Q92905; inhibition, % at 12.5 µM; 360,000 tested, 0.38% active; Purified CSN, SCF-Nedd8-OG deneddylation, fluorescence polarization;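 active means pattern-corrected inhibition above about 35%, with an unprinted fluorescence ratio check between 0.5 and 1.5, limit read from the data, passing the limit was not always enough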;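 further: 0% = enzyme with substrate and 100% = substrate without enzyme; some results filed as inactive read as strong as hits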
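Assay system: HEK293T-derived human Csn5 enzyme; quantity: 0.24 nM enzyme; medium: Tris/NaCl/DTT buffer, pH 7.5; also added: substrate SCFSkp2-Nedd8OG, 10 nM; doses: 12.5 µM compound; schedule: 90 min reaction at room temperature; signal: FP; read-out: % inhibition of substrate cleavage by Csn5; benchmarks: substrate-only high control, full reaction low control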
MsrA inh: inhibits bovine methionine sulfoxide reductase A; purified bovine MsrA, absorbance read-out; inhibition, % at 15.5 µM; 360,000 tested, 0.75% active; in the data active means inhibition above about 4.5%;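 further: 0% = vehicle wells with enzyme and 100% = reference inhibitor wells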
bovine MsrA act: activators of bovine methionine sulfoxide reductase A | purified bovine MsrA, absorbance read-out | activation, % at 10.6 µM | 360,000 tested, 0.3% active; in the data active means activation above about 7.5%;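 further: 0% = vehicle and 100% = reference activator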
Rin1 Abl inh: inhibitors of human Rin1-Abl protein interaction; 360,000 tested, 0.4% active; P00519+Q13671; TR-FRET Rin1/Abl binding, biochemical; inhibition, % at 7.35 µM; in the data active means inhibition above about 5%, passing the limit was not always enough
MLLE-PAM2 inh: inhibitors of microRNA-mediated deadenylation, human PABP1 MLLE binding; P11940; GST-MLLE / FITC-PAM2 fluorescence polarization; inhibition, % at 20 µM; 360,000 tested, 0.36% active; in the data active means inhibition above about 35%, passing the limit was not always enough;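 further: plate controls were DMSO wells with GST-MLLE for no effect and wells lacking GST-MLLE protein for full effect; some results filed as inactive read as strong as hits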
Starred values were filed as active, the others as inactive; i = inactive; x = not tested or not shown.

| no. | Structure | FAS TE block | Neddylation inh | TbMetRS inhib | eLon inh | CSN inh |
| --- | --- | --- | --- | --- | --- | --- |
| 1 | CC(=O)N(C(C)=O)c1ccc(Oc2ccc(Oc3ccc(N(C(C)=O)C(C)=O)cc3)cc2)cc1 | 10 | i | -0.2 | -13 | 6 |
| 2 | O=C(O)CCCN1C(=O)C(=O)/C(=C(/O)c2ccccc2)C1/C=C/c1ccccc1 (configuration not stated) | -8 | i | 0.3 | 3 | -5 |
| 3 | O=C(CSc1nnc(Cn2c(=O)sc3ccccc32)n1-c1ccccc1)N1CCOCC1 | -7 | i | 1.1 | -2 | 3 |
| 4 | COc1ccc(OCC(=O)Nc2nc3c(s2)CCCC3)cc1 | -13 | i | -0.4 | -6 | 4 |
| 5 | Cc1ccc(S(=O)(=O)N(C)C[C@@H]2Oc3ccc(NS(=O)(=O)c4ccccc4)cc3CC(=O)N([C@@H](C)CO)C[C@H]2C)cc1 | 49 | i | 1.2 | -17 | 3 |
| 6 | CC(C)CNC(=O)CC1Nc2ccccc2NC1=O (configuration not stated) | -3 | i | -0.3 | 3 | -11 |
| 7 | COc1ccc(C2=NOC(C(=O)NCc3ccco3)C2)cc1 (configuration not stated) | -6 | i | 0.9 | -4 | -1 |
| 8 | COc1cc(/C=N/Nc2nc(N3CCCC3)nc(N3CCCC3)n2)ccc1O | -5 | i | -1.6 | -1 | -3 |

| no. | MsrA inh | bovine MsrA act | Rin1 Abl inh | MLLE-PAM2 inh |
| --- | --- | --- | --- | --- |
| 1 | -0.3 | 4 | -6 | 7 |
| 2 | 2.5 | -5 | 2 | 9 |
| 3 | -0.4 | -3 | 5 | 20 |
| 4 | -0.8 | 1 | 1 | -34 |
| 5 | 0.0 | -5 | 1 | 8 |
| 6 | x | -6 | -3 | 2 |
| 7 | -1.6 | 1 | -1 | -1 |
| 8 | 5.2* | -13 | -3 | -4 |

The list continues:
| no. | Structure | FAS TE block | Neddylation inh | TbMetRS inhib | eLon inh | CSN inh |
| --- | --- | --- | --- | --- | --- | --- |
| 9 | COc1ccccc1C(CNC(=O)c1cccc(NS(=O)(=O)c2ccc(C)c(F)c2)c1)N1CCCC1 (configuration not stated) | -7 | i | -0.3 | 1 | 5 |
| 10 | Cn1c2c(c(=O)[nH]c1=O)C(NC(=O)c1ccco1)(C(F)(F)F)C(=O)N2 (configuration not stated) | -7 | i | -0.2 | 5 | 1 |
| 11 | CC(O)Cn1nc([N+](=O)[O-])nc1N (configuration not stated) | -4 | i | -0.1 | -4 | -5 |
| 12 | CCn1cc(C(=O)NCCC(=O)NCCCO)c(=O)c2cc3c(cc21)OCO3 | -1 | i | -0.3 | -5 | 6 |
| 13 | Cn1c(CNC(=O)c2ccc(F)cc2)nc2ccccc21 | 0 | i | 0.0 | -3 | 0 |
| 14 | Cc1cccc(N2CCN(C(=O)C3(S(=O)(=O)c4ccc(Cl)cc4)CC3)CC2)c1C | 20 | i | -0.1 | -14 | -1 |
| 15 | O=c1[nH]c(C2CCN(S(=O)(=O)c3cccc(C(F)(F)F)c3)CC2)nc2c1nnn2Cc1cccc(F)c1 | 13 | i | -0.2 | -9 | 0 |
| 16 | CCc1nc2c(OCc3ccc(F)c(F)c3)cccn2c1N(C)C(=O)c1ccncc1 | -3 | i | -0.1 | -5 | 0 |

| no. | MsrA inh | bovine MsrA act | Rin1 Abl inh | MLLE-PAM2 inh |
| --- | --- | --- | --- | --- |
| 9 | 0.4 | -1 | -2 | -12 |
| 10 | 0.3 | -4 | -1 | -1 |
| 11 | 2.2 | -4 | 4 | 1 |
| 12 | 1.0 | -3 | 1 | 2 |
| 13 | -0.3 | -2 | 1 | 18 |
| 14 | -1.5 | 0 | 1 | -3 |
| 15 | -1.0 | 0 | 1 | 6 |
| 16 | 0.2 | -2 | 0 | -1 |

(list continues)
| no. | Structure | FAS TE block | Neddylation inh | TbMetRS inhib | eLon inh | CSN inh |
| --- | --- | --- | --- | --- | --- | --- |
| 17 | Cc1cc(CN2CCCCC2)oc1C(=O)O | -7 | i | 0.5 | 0 | 4 |
| 18 | Cc1ccc(NS(=O)(=O)c2csc(C(N)=O)c2)cc1C | 1 | i | 1.3 | -15 | -2 |
| 19 | CCOC(=O)N1CCN(C(=S)Nc2cccc(C)c2)CC1 | -5 | i | -0.2 | -3 | 6 |
| 20 | c1ccc2c(c1)CCCN2Cc1nnnn1C1CCCC1 | -7 | i | 0.2 | -5 | 2 |
| 21 | Cc1ccc(C(=O)OCC(=O)Nc2sc3c(c2C#N)CCCC3)cc1NC(=O)c1ccco1 | 10 | i | -0.8 | -7 | 9 |
| 22 | O=S(=O)(c1ccc(F)cc1)N1CCN(Cc2cc3c(cc2Br)OCCO3)CC1 | 34 | i | -0.1 | -1 | 4 |
| 23 | O=C(Cc1ccccc1)NC(Nc1cccc2ccccc12)C(Cl)(Cl)Cl (configuration not stated) | 27 | i | -0.9 | -4 | 7 |
| 24 | CC/C(O)=C1\C(=O)CC(c2ccccc2)CC1=NCCc1c(C)[nH]c2ccc(C)cc12 (configuration not stated) | 18 | i | -0.5 | -14 | 1 |

| no. | MsrA inh | bovine MsrA act | Rin1 Abl inh | MLLE-PAM2 inh |
| --- | --- | --- | --- | --- |
| 17 | -0.4 | -1 | 3 | 4 |
| 18 | 0.3 | -3 | 1 | -6 |
| 19 | -0.2 | -1 | -3 | -38 |
| 20 | 2.0 | 2 | 2 | 9 |
| 21 | 1.1 | -9 | 1 | -3 |
| 22 | -0.7 | -2 | 4 | -62 |
| 23 | 0.1 | -6 | 1 | -13 |
| 24 | 0.1 | -5 | 0 | 12 |

The listing continues:
| no. | Structure | FAS TE block | Neddylation inh | TbMetRS inhib | eLon inh | CSN inh |
| --- | --- | --- | --- | --- | --- | --- |
| 25 | C=CCSc1n[nH]c(=O)n1-c1cccc(C(F)(F)F)c1 | -10 | i | -0.1 | -6 | -2 |
| 26 | NC(=O)CCN1CCN(C(=O)c2ccc3nc(Cc4cccc(Cl)c4)oc3c2)CC1 | -9 | i | 0.1 | 5 | 0 |
| 27 | Cc1cc(-c2nnc3sc(-c4ccc(Cl)cc4Cl)nn23)n[nH]1 | 4 | i | 0.0 | 0 | 5 |
| 28 | C=CCn1c(SCC(=O)Nc2nnc(CC)s2)nnc1-c1ccncc1 | -10 | i | -0.1 | 10 | 3 |
| 29 | O=C(N/N=C(\c1ccccc1)c1ccccn1)c1cccc([N+](=O)[O-])c1 | 20 | i | -0.5 | -4 | 3 |
| 30 | Cc1onc(-c2c(F)cccc2Cl)c1C(=O)NCc1ccco1 | -7 | i | -0.3 | 5 | -3 |
| 31 | O=C(NC1CCCCC1)C(c1ccc2ncccc2c1)N(Cc1ccc2c(c1)OCO2)C(=O)c1cccs1 (configuration not stated) | 31 | i | -0.3 | 13 | 0 |
| 32 | COCc1nnc(SCC(=O)NC(C)c2ccccc2)n1-c1ccccc1 (configuration not stated) | -7 | i | -1.1 | -4 | -1 |

| no. | MsrA inh | bovine MsrA act | Rin1 Abl inh | MLLE-PAM2 inh |
| --- | --- | --- | --- | --- |
| 25 | -0.1 | -3 | -2 | -16 |
| 26 | -1.4 | -2 | -3 | 8 |
| 27 | -0.5 | -2 | 1 | -7 |
| 28 | 0.6 | -5 | -4 | -1 |
| 29 | x | -2 | -2 | -1 |
| 30 | 0.4 | 0 | -2 | -3 |
| 31 | 0.1 | 0 | 2 | -9 |
| 32 | -1.1 | 2 | -5 | 16 |

The listing continues.
| no. | Structure | FAS TE block | Neddylation inh | TbMetRS inhib | eLon inh | CSN inh |
| --- | --- | --- | --- | --- | --- | --- |
| 33 | COc1ccc(Br)cc1CN1CCN(C(=O)c2cccc(OC)c2OC)CC1 | -4 | i | -0.1 | 4 | 1 |
| 34 | COc1ccc(CN2C(=NC(=O)CCc3ccccc3)SC3CS(=O)(=O)CC32)cc1 (configuration not stated) | 2 | i | -0.6 | 1 | -1 |
| 35 | COc1cc(CN2CCC(C(=O)NC(c3ccccc3)c3ccsc3)CC2)cc(OC)c1 (configuration not stated) | -3 | i | -0.2 | -7 | -5 |
| 36 | O=C(C[n+]1ccccc1)N/N=C/c1cc(Br)cc(Br)c1O | 5 | i | 0.7 | 0 | 2 |
| 37 | COc1ccc(C)cc1NC(=O)C1CCN(S(=O)(=O)c2ccc3c(c2)C(C)(C)C(=O)N3C)CC1 | 0 | i | -0.5 | -11 | -1 |
| 38 | O=C/C(=C\Nc1ccccn1)c1nc2cc(Cl)ccc2o1 | 10 | i | 0.0 | -28 | 2 |
| 39 | Cc1ccc(C)c(OCC(=O)NCCNC(=O)COc2cc(C)ccc2C)c1 | 3 | i | -1.0 | -2 | 5 |
| 40 | Cc1cnc(C(=O)OCc2nc3ccsc3c(=O)[nH]2)cn1 | -2 | i | -0.2 | -26 | 8 |

| no. | MsrA inh | bovine MsrA act | Rin1 Abl inh | MLLE-PAM2 inh |
| --- | --- | --- | --- | --- |
| 33 | -1.7 | -3 | 0 | 12 |
| 34 | -0.3 | -1 | -2 | -14 |
| 35 | 0.5 | -3 | 1 | -13 |
| 36 | x | -3 | -6 | -13 |
| 37 | 2.5 | -2 | -5 | -8 |
| 38 | 0.7 | -6 | -2 | -7 |
| 39 | -0.1 | -5 | -4 | 15 |
| 40 | -0.1 | -11 | 4 | -12 |

The listing continues:
| no. | Structure | FAS TE block | Neddylation inh | TbMetRS inhib | eLon inh | CSN inh |
| --- | --- | --- | --- | --- | --- | --- |
| 41 | O=C(NCCC1=CCCCC1)c1cc(COc2ccc(F)cc2Cl)on1 | 24 | i | 0.2 | 7 | 2 |
| 42 | Cc1cc(C)c2c(N)c(C(=O)NCc3ccco3)sc2n1 | -7 | x | -0.3 | -3 | -4 |
| 43 | COc1ccc(-c2n[nH]nc2C2=CC(=O)CC(C)(C)C2)cc1 | -15 | i | -0.7 | -9 | -3 |
| 44 | Cc1nnc(SCc2nc3sc4c(c3c(=O)[nH]2)CCCC4)[nH]c1=O | -3 | i | -0.7 | -19 | 17 |
| 45 | O=C(COc1nsnc1N1CCOCC1)N/N=C/c1ccccc1O | -4 | x | 2.4 | -10 | 3 |
| 46 | c1ccc(Cn2c(-c3ccccc3)c[n+]3c2SCCC3)cc1 | -2 | i | -0.2 | 0 | -3 |

| no. | MsrA inh | bovine MsrA act | Rin1 Abl inh | MLLE-PAM2 inh |
| --- | --- | --- | --- | --- |
| 41 | 1.4 | -1 | 2 | 9 |
| 42 | -0.2 | -5 | -10 | 23 |
| 43 | 3.1 | -12 | -1 | 7 |
| 44 | -0.1 | -10 | -3 | -70 |
| 45 | 0.1 | -1 | -4 | 4 |
| 46 | -0.3 | -2 | -3 | -8 |

Screening results from PubChem.
